# From PubChem BioAssay
# Hep lipid drop: hepatic lipid droplet formation modulation. AML12 mouse hepatocytes, oleate lipid droplets, BODIPY imaging. AID 1656. inhibition, % at 6.5 µM. hit rate 0.4% among 240,000;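 active means lipid droplet intensity inhibited by at least 50%, with more than 500 cells counted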
#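 System: AML12 hepatocytes (mouse). Probe or stimulus: oleic acid at 100 µM to induce lipid droplet formation. Times: overnight treatment with compound plus oleate. Detection: Image-based BODIPY and DAPI two-channel analysis. Evaluation: percent inhibition of filter-corrected integrated lipid droplet intensity per well.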
# T cell HTS: T cell immune modulators affecting CD8 T cell-vesicle binding; hit rate 0.068% among 330,000; AID 2052; 2C CD8+ T cell-vesicle binding, flow cytometry; stronger effect = lower value; calls only at 7 µM;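 active means response, share of CD8 T cells binding vesicles, and their 90th percentile fluorescence all below set limits, cut at about 80% in these data, passing the limit was not always enough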
#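 System: murine 2C transgenic CD8+ T lymphocytes; also added: QL9-loaded Drosophila micro-vesicles; times: binding 1.5 h at 37 °C; measured by: flow cytometry, PE anti-B7-1 (FL2) versus Alexa647 anti-CD8 (FL8), PFA-fixed; control set: Peptide-free naked vesicles (low) and QL9 vesicles with 0.7% DMSO vehicle (high)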
# Hep lipid drop cells 6.5 µM: second read-out of Hep lipid drop, no call of its own (marks repeat the call); cell count; measured here: cell count, cytotoxicity flag;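 cells counted across two imaged fields per well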
# T cell HTS vesicle-bound %: further read-out of T cell HTS, marked with its call; double positive events, %; measured here: CD8+ vesicle-bound cell fraction;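 binding gate set so that unloaded-vesicle control wells show 10% double positive cells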
# An asterisk follows results filed as active; i = inactive. An excerpt. The share of hits here may be higher or lower than overall.
SMILES,Hep lipid drop,Hep lipid drop cells 6.5 µM,T cell HTS,T cell HTS vesicle-bound %
Cc1nn(-c2ccccc2)c(C)c1/C=N/NC(=O)c1ccccc1O,-3,865,i,32
O=C(CCCc1ccccc1)Nc1ccccc1C(F)(F)F,7,834,i,56
Cc1cccc(C(=O)c2cn[nH]c2-c2ccc(C)cc2O)c1,-6,807,i,68
COc1ccc(OC)c(C(C(=O)NC2CCCCC2)N(Cc2ccco2)C(=O)c2ccccn2)c1 (stereo unspecified),24,813,i,8
Cc1ccc(Cl)cc1N1CCN(C(=O)c2noc(C(C)C)c2[N+](=O)[O-])CC1,-1,775,i,4
Cc1cc(NS(=O)(=O)c2ccc(NC(=O)/C=C/c3ccccc3)cc2)no1,-6,820,i,21
CCOC(=O)C1CCN(S(=O)(=O)c2ccc3c(c2)N(C)C(=O)CC(=O)N3C)CC1,0,704,i,12
COc1ccc(CN(C(=O)c2ccc(C)cc2)C2CCS(=O)(=O)C2)cc1 (stereo unspecified),3,721,i,42
COc1ccc(OC)c2[nH]c(=O)c(CCNS(=O)(=O)c3ccc(F)cc3)cc12,-7,851,i,34
Cc1ccc(NC(=O)COC(=O)COc2cccc3c2OC(C)(C)C3)cc1C,3,847,i,62
Cc1ccccc1SC1CCN(C(=O)C2CCC(=O)N(C3CC3)C2)CC1 (stereo unspecified),0,688,i,48
CC1CCN(CCCNC(=O)C2CCC(CNS(=O)(=O)c3ccccc3)CC2)CC1 (stereo unspecified),6,710,i,24
COc1ccccc1N1CCN(/N=C/c2ccc(C(=O)O)cc2)CC1,-1,795,i,64
CCOc1ccc(N2CC(C(=O)NCCc3ccccc3)CC2=O)cc1 (stereo unspecified),-34,534,i,6
CCn1c(=O)c(C(=O)NCc2ccccc2)c(O)c2ccccc21,4,840,i,48
CC(=O)N1CCC(C(=O)NC2CC(C)(C)Cc3c2cnn3-c2ccc(F)cc2)CC1 (stereo unspecified),0,773,i,56
CCOc1ccc(C(=O)N2CCc3ccccc32)cc1,-12,809,i,46
CCCc1nn2c(=O)cc(COc3ccc(NC(=O)c4ccco4)cc3)nc2s1,25,696,i,22
COC(=O)Cc1ccc(NC(=O)c2ccc3c(c2)C(=O)N(Cc2cccnc2)C3=O)cc1,-4,773,i,69
COc1cccc(NC(=O)COc2ccc(C(=S)N3CCN(C)CC3)cc2OC)c1,4,857,i,37
O=C(NC1CCCc2c1cnn2-c1ccccc1F)c1ccccn1 (stereo unspecified),71*,742*,i,4
COC(=O)c1cccc(Cn2c(Cl)c(/C=N/NC(=O)c3ccco3)sc2=O)c1,9,688,i,10
Cc1cc(S(=O)(=O)Nc2ccc(C(=O)NCC(C)(C)N3CCOCC3)cc2)ccc1F,-4,672,i,19
CNC(=O)/C(C#N)=C/c1c(N2CCN(C)CC2)nc2c(C)cccn2c1=O,-2,852,i,8
N#Cc1c(-c2ccccc2)nc(SCc2ccc([N+](=O)[O-])cc2)[nH]c1=O,0,779,i,69
# (list continues)
SMILES,Hep lipid drop,Hep lipid drop cells 6.5 µM,T cell HTS,T cell HTS vesicle-bound %
CCOCCCN(C)C1CCN(C(=O)c2oc3ccccc3c2NC(=O)Cc2ccc(F)cc2)CC1,-33,740,i,9
COc1ccc(-c2cc(=O)oc3cc(OCC(=O)N(C)C4CCS(=O)(=O)C4)ccc23)cc1 (stereo unspecified),-19,541,i,9
CCOc1cc(/C=C2\SC(N3CCCCC3)=NC2=O)ccc1O,5,859,i,53
O=C1Nc2ccccc2C(=O)N2[C@H](c3ccc(F)cc3)[C@@H]3C(=O)N(Cc4ccccc4)C(=O)[C@@H]3[C@H]12,0,799,i,51
O=C(COC(=O)CCN1C(=O)C2CC=CCC2C1=O)NCCc1ccccc1 (stereo unspecified),-1,828,i,67
O=c1oc2ccc(NS(=O)(=O)c3cccc4cccnc34)cc2s1,0,732,i,13
COc1cccc(N2CC(O)Cn3c2nc2c3c(=O)[nH]c(=O)n2C)c1 (stereo unspecified),5,812,i,53
CC1CCC(NC(=O)CCS(=O)(=O)c2ccc3c(c2)NC(=O)CS3)CC1 (stereo unspecified),-14,649,i,52
COc1ccc(OCCCC(=O)N(C)CC(=O)Nc2ccccc2Cl)cc1,-6,700,i,45
O=C(CN1CCN(S(=O)(=O)c2ccccc2)CC1)NC1CC1,23,774,i,18
CCN(C(=O)C1CCCN(c2nc(-c3ccc(OC)cc3)no2)C1)c1ccc(OC)cc1 (stereo unspecified),-24,794,i,42
COc1ccc(-c2cc(C(=O)Nc3ccc(OC)cc3OC)no2)cc1,-7,721,i,25
Cc1ccc(-n2c(SCC(N)=O)nnc2-c2ccco2)cc1,-6,749,i,44
CC(=O)Nc1ccccc1C(=O)C(=O)Nc1ccc(F)c(Cl)c1,13,834,i,53
Cc1ccc(S(=O)(=O)CCN2CCC(O)(c3ccccc3)CC2)cc1,3,813,i,17
COc1ccc(C)cc1S(=O)(=O)NC(C)c1cnn(-c2ccccn2)c1C (stereo unspecified),-41,725,i,62
O=C(c1ccc(NC2=NC3CS(=O)(=O)CC3S2)cc1)N(CCO)Cc1ccccc1 (stereo unspecified),-21,663,i,11
CC(NC(=O)C12CC3CC(CC(O)(C3)C1)C2)c1ccc(Cl)cc1Cl (stereo unspecified),-2,858,i,18
COCCN(Cc1cccs1)S(=O)(=O)c1ccc(-c2ccc(=O)[nH]n2)s1,-14,675,i,22
CCOC(=O)c1cccc(NC(=O)Cn2nc(C)n3cccc3c2=O)c1,11,713,i,10
O=c1[nH]cnc2c1c(-c1ccccc1)cn2-c1cccc(Cl)c1,1,755,i,42
CS(=O)(=O)Nc1cccc(C(=O)OCCCOc2ccc(F)cc2)c1,6,834,i,20
CCC(C)(C)c1ccc(OCC(=O)Nc2ccncc2)cc1,-4,753,i,50
CC1CN(c2ccccc2)CCN1C(=O)c1cc(COc2c(F)cccc2F)on1 (stereo unspecified),-10,775,i,23
CCOc1ccccc1CNC(=O)c1ccc2c(c1)N(CC)CCS2,-3,780,i,26

# Reprinted at random: 2 records from the list
SMILES,Hep lipid drop,Hep lipid drop cells 6.5 µM,T cell HTS,T cell HTS vesicle-bound %
O=C(COC(=O)CCN1C(=O)C2CC=CCC2C1=O)NCCc1ccccc1 (stereo unspecified),-1,828,i,67
COc1ccc(-c2cc(=O)oc3cc(OCC(=O)N(C)C4CCS(=O)(=O)C4)ccc23)cc1 (stereo unspecified),-19,541,i,9

# Going on with the list:
SMILES,Hep lipid drop,Hep lipid drop cells 6.5 µM,T cell HTS,T cell HTS vesicle-bound %
C#CCOc1coc(COC(=O)c2ccccc2)cc1=O,-10,771,i,60
Cc1[nH]c2ccc(C(=O)NCCCN(C)C3CCCCC3)cc2c1C,-2,770,i,3
O=C1CC(=O)Nc2cc(S(=O)(=O)N3CCOc4ccccc43)ccc2N1,-1,850,i,23
OCC[C@@H]1C[C@@H](O)[C@H](O)[C@]2(Cc3ccccc3CCO2)O1,9,774,i,20
COc1ccccc1CN(C)C(=O)c1cc2ccccc2o1,-18,753,i,45
C=CCN(C(=O)c1csnn1)C(C(=O)NCc1ccc(F)cc1)c1ccccc1 (stereo unspecified),-33,700,i,48
CCS(=O)(=O)c1nc(S(=O)(=O)c2ccc(C)cc2)c(NCCCN2CCOCC2)s1,4,676,i,14
O=C(c1ccc2c(=O)n(CCc3ccccc3)c(=O)[nH]c2c1)N1CCN(c2ccccc2)CC1,8,739,i,8
COc1cccc(NC(=S)N2CCC(c3ccc(C)cc3)C2)c1 (stereo unspecified),-45,806,i,23
COc1ccc(Cl)cc1NC(=O)C/C(C)=N/NC(=O)C(=O)NCc1ccccc1,2,836,i,28
CCCCN(Cc1ccco1)S(=O)(=O)c1ccc(-c2ccc(=O)[nH]n2)s1,10,726,i,25
C=CCn1cc(C(=O)NCCCN(CC)CC)c(=O)c2cc(S(=O)(=O)N3CCC(C)CC3)ccc21,3,719,i,31
COc1ccc(Nc2c3c(nc4ccc(C)cc24)CCC3)cc1,-11,841,i,10
COc1ccccc1C(=O)CSc1nccn1C,-2,785,i,22
O=C(NC(=S)Nc1ccccc1C(=O)O)c1cncc(Br)c1,-9,777,i,52
Cc1ccc2c(c1)/C(=C/c1ccc(F)cc1)C(=O)N2,-20,813,i,58
C/C(=N/NS(=O)(=O)c1ccc(C)cc1C)c1ccc2c(c1)OCO2,-4,797,i,8
COc1cccc(NC(=O)c2nn(C)c3c2CS(=O)(=O)c2ccccc2-3)c1,-1,790,i,3
Cc1nc(C(=O)N2CCCC(C(=O)c3cccc(OC(C)C)c3)C2)cs1 (stereo unspecified),-29,632,i,4
Cc1cc(C)cc(N(C(=O)CNC(=O)c2ccco2)C(C(=O)NC2CCCC2)c2ccncc2)c1 (stereo unspecified),-55,756,i,38
O=C(COc1ccc(Cl)cc1)Nc1ccc2c(c1)OCO2,7,821,i,24
COC(=O)Cc1ccc(NC(=S)N2CCN(c3ccccn3)CC2)cc1,-1,803,i,46
COc1ccccc1N1CCN(C(=O)C(CC(C)C)NC(=O)C2CCCCC2)CC1 (stereo unspecified),-1,743,i,34
Cc1ccc(CC2CC(=O)N(c3cc(C)ccc3C)C2=O)cc1 (stereo unspecified),-8,845,i,53
O=S(=O)(c1ccc2ccccc2c1)N1CCNCC1,-2,772,i,66

# Quoted from the listing:
# For Hep lipid drop, COc1ccccc1N1CCN(C(=O)C(CC(C)C)NC(=O)C2CCCCC2)CC1 (stereo unspecified) is entered as -1
# For Hep lipid drop cells 6.5 µM, C/C(=N/NS(=O)(=O)c1ccc(C)cc1C)c1ccc2c(c1)OCO2 is entered as 797
# For Hep lipid drop, COc1cccc(NC(=O)c2nn(C)c3c2CS(=O)(=O)c2ccccc2-3)c1 is entered as -1
# For Hep lipid drop cells 6.5 µM, CC(NC(=O)C12CC3CC(CC(O)(C3)C1)C2)c1ccc(Cl)cc1Cl (stereo unspecified) is entered as 858
# For Hep lipid drop cells 6.5 µM, O=C(CCCc1ccccc1)Nc1ccccc1C(F)(F)F is entered as 834

# Laid out differently: five of the compounds above
# Values run as follows: Hep lipid drop, Hep lipid drop cells 6.5 µM, T cell HTS, T cell HTS vesicle-bound %
- O=C(COc1ccc(Cl)cc1)Nc1ccc2c(c1)OCO2
    7, 821, i, 24
- OCC[C@@H]1C[C@@H](O)[C@H](O)[C@]2(Cc3ccccc3CCO2)O1
    9, 774, i, 20
- COc1ccc(Cl)cc1NC(=O)C/C(C)=N/NC(=O)C(=O)NCc1ccccc1
    2, 836, i, 28
- COc1cccc(NC(=S)N2CCC(c3ccc(C)cc3)C2)c1 (stereo unspecified)
    -45, 806, i, 23
- C=CCN(C(=O)c1csnn1)C(C(=O)NCc1ccc(F)cc1)c1ccccc1 (stereo unspecified)
    -33, 700, i, 48

# (further entries)
SMILES,Hep lipid drop,Hep lipid drop cells 6.5 µM,T cell HTS,T cell HTS vesicle-bound %
COc1ccccc1CCNC(=O)C(=O)NCC1OCCN1S(=O)(=O)c1ccc([N+](=O)[O-])cc1 (stereo unspecified),-5,747,i,20
COc1ccc2c(c1OC)C(=O)OC2N1C(=O)CC[C@H]1C(=O)Nc1ccc2c(c1)OCO2 (stereo partly specified),-2,842,i,24
COCCn1c(COc2cccc(OC)c2)nnc1SCC(=O)NC1CCCCC1,-25,686,i,39
O=C(CSc1nccn1Cc1ccc(F)cc1)NC1CCCC1,-22,883,i,63
Cc1ccccc1NC(=O)CC(C)S(=O)(=O)c1ccc2c(c1)NC(=O)CO2 (stereo unspecified),-5,731,i,23
O=C(CCC(F)(F)F)N1CCCC(CO)(CCc2ccccc2)C1 (stereo unspecified),-13,784,i,51
c1ccc(C(c2ccccc2)c2ccn[nH]2)cc1,-14,863,i,1
O=C1Cc2ccccc2C(=O)N1c1cccc(Cl)c1,-28,850,i,20
Cc1noc(C)c1S(=O)(=O)N1CCCC1C(=O)NC(C)(C)C (stereo unspecified),-12,695,i,42
O=C(c1ccc2ccccc2c1)N1CCCCC1,-4,865,i,57
O=C(O)c1cccc(S(=O)(=O)Nc2ccc3c(c2)CCC3)c1,4,860,i,57
COc1cc(CNc2cccc3[nH]c(C(F)(F)F)nc23)cc(OC)c1,-14,858,i,59
Nn1c(SCC(=O)Nc2ccc3c(c2)OCCO3)nnc1-c1ccncc1,1,822,i,5
CCC(C(=O)OCC(=O)N1C(C)CCCC1C)c1ccccc1 (stereo unspecified),6,845,i,26
COC(=O)Cn1cc(/C=C/c2cc[n+](C)cc2)c2ccccc21,9,822,i,11
COc1ccc(-c2csc(NC(=O)CSc3nc4ccccc4c(=O)[nH]3)n2)cc1,8,682,i,48
O=C(CN1C(=O)c2cccnc2Oc2ccc(Cl)cc21)N1CCCCCC1,-10,709,i,32
Cc1ccccc1-c1ccc(CN2CCN(C)C(CCO)C2)cc1 (stereo unspecified),-1,855,i,36
COc1ccc(NC(=O)Cn2c(=O)n(CC3CCCO3)c(=O)c3cc(OC)c(OC)cc32)c(OC)c1 (stereo unspecified),-6,754,i,39
Cc1cc(C)cc(NC(=O)Cc2ccc(NC3=NC4CS(=O)(=O)CC4S3)cc2)c1 (stereo unspecified),-1,741,i,30
CCCn1c(=O)c2ccccc2n2c(SCCNCCO)nnc12,-14,825,i,64
Cc1ccccc1NC(=O)NC1CCCCCCC1,-9,791,i,6
COc1ccc2nc(-c3ccccn3)[nH]c2c1,11,846,i,25
Cc1cc(NC(=O)NC(=O)c2ccccc2)no1,-7,795,i,51
Cc1cccc(-n2nc3c(c2NC(=O)c2c(F)cccc2F)CS(=O)(=O)C3)c1C,3,665,i,8
